Source: PubChem (several laboratories)
Ecoli viability: counter-screen for AddAB inhibitors: E. coli growth inhibition; AID 449728; E. coli V3065 growth, OD600 absorbance, 18 h; inhibition, % at 11.9 µM; 0.27% of 330,000 active;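 active = inhibition above the campaign's mean inhibition across all tested compounds plus 3 SD, cut at about 9.9% in these data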;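 note: uninfected addAB+ strain grown without phage in ampicillin broth; 0% = DMSO wells and 100% = ciprofloxacin 0.95 µg/ml wells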
AddAB inh: less growth of phage-infected E. coli with AddAB; inhibition, % at 11.9 µM; 0.29% of 330,000 active; E. coli expressing H. pylori AddAB, absorbance growth; AID 435030; in the data active = inhibition above about 12%;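 note: 0% = vehicle wells of infected cells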
OPRM1-OPRD1 ag: OPRM1-OPRD1 heterodimerization agonism. activation, % at 9.3 µM. 0.3% of 340,000 active. P35372+P41143. cells, luminescence; in the data active = activation above about 18%;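 note: 0% = vehicle-treated cells and 100% = reference agonist; values of inactives mirror those of a sister screen read the other way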
MOR-DOR inv ag: inverse agonist of human OPRM1-OPRD1 heterodimerization. P35372+P41143. cell-based MOR-DOR heterodimer luminescence, inverse agonism. inhibition, % at 9.3 µM. 0.21% of 340,000 active. AID 504357; in the data active = inhibition above about 22%, passing the limit was not always enough;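 note: 0% = cells with DMSO and 100% = wells without cells with DMSO; values of inactives mirror those of a sister screen read the other way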
phage Ecoli inh: E. coli growth loss with phage present. growth absorbance. inhibition, % at 11.9 µM. 0.26% of 360,000 active. AID 651602; in the data active = inhibition above about 11%
Mot1-301 SUMO: inhibitors of SUMOylation pathway: yeast Mot1-301 growth rescue. growth rescue, % at 18.8 µM. 1% of 320,000 active. S. cerevisiae Mot1-301 growth rescue, ATP luminescence, 38.5C; percent above DMSO median, 100 means doubled;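 active = every valid replicate shows activation above 250% relative to neutral control wells; inactive = the rest, any valid replicate at or below 250%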;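 note: OY570 slx delta 5 strain wells were the positive control but not used for scaling; some compounds called inactive have numbers as strong as hits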
Tat transport: E. coli Tat transport inhibition; E. coli MC4100 TorA-mCherry Tat export, fluorescence; inhibition, % at 10 µM; AID 488895; 0.036% of 340,000 active;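 active = mean replicate inhibition at least 50% and at least half of replicates individually reaching 50%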;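 note: exported cargo escapes ClpAP degradation while cytoplasmic cargo is degraded and loses fluorescence; 0% = median of neutral control wells and 100% = median of NaSCN control wells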
DSG3 Ab inh: inhibitors of pemphigus antibody binding to human desmoglein-3. DSG3-coupled beads, scFv-anti-DSG3-GFP binding, flow cytometry; hits give low values. binding (percent of control), % at 10 µM. 0.48% of 310,000 active. AID 588358;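 active = binding more than 3 SD below its plate's average and above zero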;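 note: hits lower antibody fragment binding to DSG3; some compounds called inactive have numbers as strong as hits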
Target sequence (P32926 whole entry, looked up, the tested form may be a part): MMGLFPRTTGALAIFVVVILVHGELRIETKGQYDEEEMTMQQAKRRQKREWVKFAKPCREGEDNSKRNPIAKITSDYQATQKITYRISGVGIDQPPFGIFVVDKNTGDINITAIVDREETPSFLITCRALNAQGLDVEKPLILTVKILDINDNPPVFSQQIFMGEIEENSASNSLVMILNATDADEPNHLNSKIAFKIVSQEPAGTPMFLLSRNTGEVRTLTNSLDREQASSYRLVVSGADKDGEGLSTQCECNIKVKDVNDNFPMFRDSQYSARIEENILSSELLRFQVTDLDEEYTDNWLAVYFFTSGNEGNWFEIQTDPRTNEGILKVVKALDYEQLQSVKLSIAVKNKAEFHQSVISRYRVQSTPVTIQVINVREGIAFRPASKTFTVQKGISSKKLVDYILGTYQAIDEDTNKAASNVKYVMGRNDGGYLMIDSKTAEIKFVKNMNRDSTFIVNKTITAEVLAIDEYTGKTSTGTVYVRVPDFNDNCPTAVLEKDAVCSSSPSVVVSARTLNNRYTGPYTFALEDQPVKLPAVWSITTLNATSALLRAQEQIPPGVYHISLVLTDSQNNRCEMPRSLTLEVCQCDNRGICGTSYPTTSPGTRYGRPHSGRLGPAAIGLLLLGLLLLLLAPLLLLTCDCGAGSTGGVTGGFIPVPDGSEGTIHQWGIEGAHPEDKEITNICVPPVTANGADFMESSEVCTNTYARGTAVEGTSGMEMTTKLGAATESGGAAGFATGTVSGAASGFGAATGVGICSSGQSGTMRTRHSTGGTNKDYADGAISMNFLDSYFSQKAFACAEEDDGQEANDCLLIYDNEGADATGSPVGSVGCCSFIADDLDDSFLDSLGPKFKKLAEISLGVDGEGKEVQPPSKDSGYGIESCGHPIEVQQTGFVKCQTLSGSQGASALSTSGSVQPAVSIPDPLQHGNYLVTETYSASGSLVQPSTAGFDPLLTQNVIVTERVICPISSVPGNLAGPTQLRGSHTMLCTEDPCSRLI
PKA-R1A act: PKA-R1A complex activation | PKA-R1A dissociation, Cy5-IP20 fluorescence polarization; scaled: DMSO 0%, 113 µM cGMP 100% | activation, % at 11.4 µM | 0.083% of 340,000 active | P00514+P68181;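 active = percent activation above the mean of all tested compounds plus 3 SD, cut at about 19% in these data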;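 note: higher means more PKAc released from R1A so a rise in polarization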
Arrestin-AP2 inh: inhibitors of human beta-arrestin and AP2 interaction | inhibition, % at 10 µM | 0.31% of 340,000 active | FITC-arrestin peptide / GST-AP2 beads, flow cytometry; AP2 beta2 appendage carries R879A mutation;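 active = inhibition above a set limit, near 3 SD of compounds lacking own fluorescence, cut at about 54% in these data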;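 note: plate controls were DMSO wells for no effect and 5 µM unlabelled arrestin peptide for full effect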
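Measured by: flow cytometry, FL1 (488/535 nm); Material: AP2 appendage R879A on GSH beads; Evaluation: percent response; Timing: pre-incubation 12 min, peptide binding 1 h, room temperature; Also added: 50 nM FITC-arrestin peptide; Medium: PBS with 0.05% Tween 20 and 0.1% BSA.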
PfHsp90 set2: reduces growth (ATP signal) of yeast expressing P. falciparum Hsp90; 0.32% of 310,000 active; inhibition, % at 9.4 µM; S. cerevisiae expressing PfHsp90, BacTiter-Glo ATP, 48 h; yeast lacking PDR1 and PDR3 efflux regulators; AID 504621;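 active = every replicate shows inhibition above about 80%, whatever the replicate mean, limit read from the data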;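 note: 0% = DMSO neutral controls and 100% = 20 µM radicicol positive controls; yeast relying on Plasmodium falciparum Hsp90 in place of its own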
Active calls of the source: *. This is a random part of the collection; overall some 2.8% were active at least once.

Screening CCOC(=O)C1=C(COC(=O)c2sccc2C)NC(=O)NC1C (stereo unspecified) returned Ecoli viability 0.3, AddAB inh 1.0, OPRM1-OPRD1 ag -2.6, MOR-DOR inv ag 10, phage Ecoli inh 0.6, Mot1-301 SUMO 26, Tat transport -4, DSG3 Ab inh 105, PKA-R1A act 3, Arrestin-AP2 inh 25 and PfHsp90 set2 -4.
For CCCCN(C(=O)COc1ccc(NC(C)=O)cc1)C1CCS(=O)(=O)C1 (stereo unspecified) the results were Ecoli viability 0.7, AddAB inh 0.9, OPRM1-OPRD1 ag -1.7, MOR-DOR inv ag 9, phage Ecoli inh 3.1, Mot1-301 SUMO 1, Tat transport 3, DSG3 Ab inh 94, PKA-R1A act -7, Arrestin-AP2 inh -14 and PfHsp90 set2 -16.
For CC(C)N(C(=O)c1ccccc1-c1ccccc1)C(C)C the results were Ecoli viability 3.3, AddAB inh 3.8, OPRM1-OPRD1 ag -0.9, MOR-DOR inv ag 5, phage Ecoli inh 3.2, Mot1-301 SUMO 80, Tat transport 5, DSG3 Ab inh 96, PKA-R1A act 5, Arrestin-AP2 inh -6 and PfHsp90 set2 3.
CCC(Oc1ccccc1OC)C(=O)Nc1ccc2c(c1)OCCO2 (stereo unspecified) was read as Ecoli viability 0.9, AddAB inh 0.8, OPRM1-OPRD1 ag -0.9, MOR-DOR inv ag 5, phage Ecoli inh 2.1, Mot1-301 SUMO -10, Tat transport 2, DSG3 Ab inh 104, PKA-R1A act -7, Arrestin-AP2 inh -11 and PfHsp90 set2 -40.
O=C(Nc1cc2c3c(c1)CC(=O)N3CCC2)c1ccccc1F was read as Ecoli viability 0.2, AddAB inh 1.9, OPRM1-OPRD1 ag 3.7, MOR-DOR inv ag -23, phage Ecoli inh 2.9, Mot1-301 SUMO 5, Tat transport -3, DSG3 Ab inh 94, PKA-R1A act 1 and Arrestin-AP2 inh 17.
`Cc1cc(=O)oc2c1ccc1oc(/C(=N/O)c3ccccc3)c(C)c12` gave Ecoli viability 1.7, AddAB inh 3.8, OPRM1-OPRD1 ag 8.3, MOR-DOR inv ag -45, phage Ecoli inh 2.6, Tat transport -2, DSG3 Ab inh 91, PKA-R1A act 1 and Arrestin-AP2 inh 8.
Screening Cc1ccccc1N1CCN(C(=O)C2CCCCC2)CC1 returned Ecoli viability -1.7, AddAB inh 0.8, OPRM1-OPRD1 ag -1.3, MOR-DOR inv ag 5, phage Ecoli inh 2.3, Mot1-301 SUMO 73, Tat transport -11, DSG3 Ab inh 95, PKA-R1A act -6, Arrestin-AP2 inh 7 and PfHsp90 set2 -16.
`CCN(CC(=O)NCc1ccc(Cl)cc1)S(=O)(=O)c1ccc(NC(C)=O)cc1` gave Ecoli viability 2.3, AddAB inh 1.9, OPRM1-OPRD1 ag -0.8, MOR-DOR inv ag 4, phage Ecoli inh 3.8, Mot1-301 SUMO -11, Tat transport -3, DSG3 Ab inh 104, PKA-R1A act -3, Arrestin-AP2 inh 26 and PfHsp90 set2 2.
For O=C(NCc1cccnc1)C1CCN(C(=O)c2ccc(Cl)cc2Cl)CC1 the results were Ecoli viability 1.7, AddAB inh 1.2, OPRM1-OPRD1 ag -3.1, MOR-DOR inv ag 17, phage Ecoli inh 3.2, Mot1-301 SUMO 44, Tat transport 0, DSG3 Ab inh 99, PKA-R1A act -7, Arrestin-AP2 inh 13 and PfHsp90 set2 23.
For Cc1cccc(C)c1NC(=O)CNC(=O)Cc1ccccc1[N+](=O)[O-] the results were Ecoli viability -0.2, AddAB inh 3.0, OPRM1-OPRD1 ag -2.4, MOR-DOR inv ag 13, phage Ecoli inh -0.7, Mot1-301 SUMO -20, Tat transport -14, DSG3 Ab inh 98, PKA-R1A act -15, Arrestin-AP2 inh 2 and PfHsp90 set2 20.
For CSCC[C@H](N)C(=O)NC[C@H]1O[C@@H](n2cnc3c(N)ncnc32)[C@H](O)[C@@H]1O the results were Ecoli viability 0.0, AddAB inh 1.5, OPRM1-OPRD1 ag -3.7, MOR-DOR inv ag 18, phage Ecoli inh 1.8, Tat transport 0, DSG3 Ab inh 101, PKA-R1A act -7, Arrestin-AP2 inh 10 and PfHsp90 set2 8.
For CSCC[C@H](NC(=O)CCn1nnc2ccccc2c1=O)C(=O)O the results were Ecoli viability 0.0, AddAB inh 1.6, OPRM1-OPRD1 ag -2.0, MOR-DOR inv ag 10, phage Ecoli inh -1.5, Mot1-301 SUMO -3, Tat transport -5, DSG3 Ab inh 109, PKA-R1A act -14, Arrestin-AP2 inh 13 and PfHsp90 set2 28.
Screening CCOC(=O)C1CCN(C(=O)c2sccc2Cl)CC1 returned Ecoli viability 0.9, AddAB inh 0.1, OPRM1-OPRD1 ag -2.5, MOR-DOR inv ag 12, phage Ecoli inh 1.1, Mot1-301 SUMO 567*, Tat transport 13, DSG3 Ab inh 111, PKA-R1A act 1, Arrestin-AP2 inh 2 and PfHsp90 set2 -4.
Screening N#Cc1ccccc1Cn1c(=O)n(-c2ccc(CC(=O)NCc3ccco3)cc2)c(=O)c2sccc21 returned Ecoli viability -0.3, AddAB inh -0.2, OPRM1-OPRD1 ag -1.2, MOR-DOR inv ag 7, phage Ecoli inh 0.9, Mot1-301 SUMO 13, Tat transport 7, DSG3 Ab inh 103, PKA-R1A act 0, Arrestin-AP2 inh 4 and PfHsp90 set2 -26.
CC(=O)c1cnc2cc(-c3ccc(Cl)cc3)nn2c1C was read as Ecoli viability 0.4, AddAB inh 2.4, OPRM1-OPRD1 ag -1.7, MOR-DOR inv ag 9, phage Ecoli inh 2.5, Mot1-301 SUMO -4, Tat transport -3, DSG3 Ab inh 110, PKA-R1A act 3 and Arrestin-AP2 inh -16.
`Cc1cc(C)n2nc(SC(C)C(=O)NC3CCCCC3C)nc2n1` (stereo unspecified) gave Ecoli viability 0.6, AddAB inh 1.7, OPRM1-OPRD1 ag -1.2, MOR-DOR inv ag 7, phage Ecoli inh 0.7, Mot1-301 SUMO 1, Tat transport -2, PKA-R1A act 3, Arrestin-AP2 inh 42 and PfHsp90 set2 -8.
Screening CCOC(=O)c1ccc(CSc2ncn[nH]2)o1 returned Ecoli viability 1.8, AddAB inh 7.0, OPRM1-OPRD1 ag -2.0, MOR-DOR inv ag 10, phage Ecoli inh 3.3, Mot1-301 SUMO -5, Tat transport -13, PKA-R1A act 3, Arrestin-AP2 inh -3 and PfHsp90 set2 -12.
For O=C(CSc1ccccc1)Nc1ccc(N2CCN(c3ccccc3)CC2)c(F)c1 the results were Ecoli viability 2.5, AddAB inh 4.0, OPRM1-OPRD1 ag -2.8, MOR-DOR inv ag 12, phage Ecoli inh 0.5, Mot1-301 SUMO -17, Tat transport 1, DSG3 Ab inh 106, PKA-R1A act 0, Arrestin-AP2 inh -1 and PfHsp90 set2 -13.
Screening O=C(CSc1nc2ccccc2s1)NCC1CCCO1 (stereo unspecified) returned Ecoli viability -2.8, AddAB inh 2.4, OPRM1-OPRD1 ag -1.9, MOR-DOR inv ag 10, phage Ecoli inh 1.5, Mot1-301 SUMO 13, Tat transport -4, DSG3 Ab inh 101, PKA-R1A act 5, Arrestin-AP2 inh 24 and PfHsp90 set2 8.
For Cc1ccc(C)n1NC(=O)c1ccc(O)cc1 the results were Ecoli viability 2.4, AddAB inh 2.2, OPRM1-OPRD1 ag -3.5, MOR-DOR inv ag 20, phage Ecoli inh 1.6, Mot1-301 SUMO 0, Tat transport -10, DSG3 Ab inh 97, PKA-R1A act -13, Arrestin-AP2 inh 5 and PfHsp90 set2 -14.
Screening CN(C)c1ccc(C(=O)OCC(=O)c2cccs2)cc1 returned Ecoli viability 0.2, AddAB inh 2.5, OPRM1-OPRD1 ag 1.4, MOR-DOR inv ag -7, phage Ecoli inh 2.5, Mot1-301 SUMO 12, Tat transport -2, DSG3 Ab inh 102, PKA-R1A act 8, Arrestin-AP2 inh 7 and PfHsp90 set2 -22.
CCOC(=O)N1CCN(C(=O)CSCC(=O)Nc2nc(-c3ccccc3)cs2)CC1 was read as Ecoli viability -2.6, AddAB inh 0.2, OPRM1-OPRD1 ag -0.1, MOR-DOR inv ag 0, phage Ecoli inh 3.1, Mot1-301 SUMO 7, Tat transport 6, PKA-R1A act -2, Arrestin-AP2 inh 3 and PfHsp90 set2 0.
CCCOC1CCCN(C(=O)CCCn2nnnc2CN2CCOCC2)C1 (stereo unspecified) was read as Ecoli viability -0.8, AddAB inh 1.0, OPRM1-OPRD1 ag -1.8, MOR-DOR inv ag 12, phage Ecoli inh 1.1, Mot1-301 SUMO 236, Tat transport 5, DSG3 Ab inh 102, PKA-R1A act 3, Arrestin-AP2 inh 28 and PfHsp90 set2 -1.
Screening Cc1nn(C(C)C(=O)NCc2ccccc2)c(C)c1[N+](=O)[O-] (stereo unspecified) returned Ecoli viability 0.9, AddAB inh 2.1, OPRM1-OPRD1 ag -3.1, MOR-DOR inv ag 18, phage Ecoli inh 1.6, Mot1-301 SUMO -9, Tat transport 5, DSG3 Ab inh 108, PKA-R1A act 3, Arrestin-AP2 inh 2 and PfHsp90 set2 33.
O=[N+]([O-])c1ccc2nc(SCc3cn4cc(Cl)ccc4n3)[nH]c2c1 was read as Ecoli viability 4.8, AddAB inh 3.1, OPRM1-OPRD1 ag -2.7, MOR-DOR inv ag 16, phage Ecoli inh 1.7, Mot1-301 SUMO -16, Tat transport 0, DSG3 Ab inh 96, PKA-R1A act -2, Arrestin-AP2 inh 0 and PfHsp90 set2 -40.
Cc1ccc(CN2CCC(C(=O)Nc3ccc(Oc4cccnc4)cc3)CC2)cc1 was read as OPRM1-OPRD1 ag -1.2, MOR-DOR inv ag 7, phage Ecoli inh -0.9, Tat transport -3, DSG3 Ab inh 115, PKA-R1A act 13, Arrestin-AP2 inh 1 and PfHsp90 set2 5.
Screening Cc1nc(NC(=O)CSc2nccn2C)sc1C(=O)N(C)C returned Ecoli viability 2.6, AddAB inh -0.2, OPRM1-OPRD1 ag -1.3, MOR-DOR inv ag 7, phage Ecoli inh 4.6, Mot1-301 SUMO 0, Tat transport 0, DSG3 Ab inh 102, PKA-R1A act 8, Arrestin-AP2 inh 28 and PfHsp90 set2 5.
`CCCCOc1ccc(C(=O)N2CCN(c3ncccn3)CC2)cc1` gave Ecoli viability 1.4, AddAB inh 2.2, OPRM1-OPRD1 ag -3.9, MOR-DOR inv ag 18, phage Ecoli inh 0.9, Mot1-301 SUMO 8, Tat transport 9, DSG3 Ab inh 107, PKA-R1A act 3, Arrestin-AP2 inh 36 and PfHsp90 set2 3.
For COc1cc(C(=O)Oc2ccccc2N)cc(OC)c1OC the results were Ecoli viability -0.8, AddAB inh 2.0, OPRM1-OPRD1 ag -1.1, MOR-DOR inv ag 7, phage Ecoli inh 0.9, Mot1-301 SUMO 32, Tat transport -5, DSG3 Ab inh 108, PKA-R1A act 8, Arrestin-AP2 inh -6 and PfHsp90 set2 7.
